PAFAH1B3 FP inh – PAFAH1B3 enzyme inhibitors, primary screen, biochemical, fluorescence polarization, human. actives 0.28% (n = 340,000). inhibition, % at 3.39 µM. Platelet-activating factor acetylhydrolase IB subunit alpha1 (Homo sapiens), Q15102. recombinant PAFAH1B3, FP-rhodamine probe;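 active = inhibition above the screen-wide average of all tested compounds plus 3 SD, cut at about 25% in these data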;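 also: 0% = enzyme with DMSO only and 100% = wells lacking PAFAH1B3 protein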
PAFAH1B2 inh – PAFAH1B2 enzyme inhibitors, primary screen, biochemical, fluorescence polarization, human; Platelet-activating factor acetylhydrolase IB subunit alpha2 (Homo sapiens), P68402; recombinant PAFAH1B2, FP-rhodamine activity probe; inhibition, % at 3.39 µM; actives 1.2% (n = 340,000); AID 492953, 2010;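 active = inhibition above the mean of all tested compounds plus 3 SD, cut at about 24% in these data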;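 also: 0% = enzyme with DMSO and 100% = wells lacking PAFAH1B2; many of its hits are not listed in these tables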
Target sequence (P68402 whole entry, looked up): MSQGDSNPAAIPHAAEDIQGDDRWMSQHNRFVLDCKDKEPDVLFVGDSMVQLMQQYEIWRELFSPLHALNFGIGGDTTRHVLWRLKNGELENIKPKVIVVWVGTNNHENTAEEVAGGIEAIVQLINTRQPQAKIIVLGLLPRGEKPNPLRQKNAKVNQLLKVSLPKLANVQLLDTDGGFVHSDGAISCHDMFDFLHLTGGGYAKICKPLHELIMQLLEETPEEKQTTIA
PAFAH2 inh – PAFAH2 enzyme inhibitors, primary screen, biochemical, fluorescence polarization, human | actives 0.99% (n = 340,000) | recombinant PAFAH2, FP-rhodamine activity probe | inhibition, % at 3.39 µM | AID 492956, 2010 | Platelet-activating factor acetylhydrolase 2, cytoplasmic (Homo sapiens), Q99487;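 active = inhibition above the mean over all tested compounds plus 3 SD, cut at about 30% in these data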;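 also: inhibitors block probe labeling of enzyme so polarization drops; 0% = enzyme with DMSO and 100% = wells lacking PAFAH2 protein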
PREPL inhibitor – PREPL enzyme inhibitors, primary screen, biochemical, fluorescence polarization; Prolyl endopeptidase-like (Homo sapiens), Q4J6C6; recombinant PREPL, fluorescence polarization activity-based probe; inhibition, % at 5.96 µM; actives 0.68% (n = 320,000); AID 2751, 2010; in the data active = inhibition above about 43%;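 also: 0% = enzyme with DMSO and 100% = wells lacking enzyme; many of its hits are not listed in these tables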
LYPLA1 inh – LYPLA1 inhibitors, primary screen, counter-screen for PME1 inhibitor project, biochemical, fluorescence polarization, FP-Rh probe ABPP; recombinant LYPLA1; Acyl-protein thioesterase 1 (Homo sapiens), O75608; actives 0.16% (n = 320,000); inhibition, % at 5.9 µM;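 active = inhibition above the mean of all tested compounds plus 3 SD, set per campaign, cut at about 14% in these data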;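 also: inhibitors block serine hydrolase probe labeling of LYPLA1 so polarization falls; 0% = enzyme with DMSO and 100% = wells lacking LYPLA1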
Target sequence (O75608 whole entry, looked up): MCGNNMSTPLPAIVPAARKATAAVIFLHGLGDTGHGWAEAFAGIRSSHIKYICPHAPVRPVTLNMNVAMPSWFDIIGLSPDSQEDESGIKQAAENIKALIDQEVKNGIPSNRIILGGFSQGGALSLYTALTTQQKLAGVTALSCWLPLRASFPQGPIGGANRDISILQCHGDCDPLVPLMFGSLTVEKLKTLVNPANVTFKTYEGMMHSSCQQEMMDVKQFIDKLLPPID
pPAFAH FP inh – pPAFAH enzyme inhibitors, primary screen, biochemical, fluorescence polarization, human | Platelet-activating factor acetylhydrolase (Homo sapiens), Q13093 | recombinant pPAFAH, FP-rhodamine probe fluorescence polarization | inhibition, % at 3.39 µM | actives 1.5% (n = 330,000);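 active = inhibition above the mean inhibition across the screen plus 3 SD, cut at about 25% in these data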;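 also: inhibitors block binding of the rhodamine activity-based probe so polarization drops; 0% = enzyme with DMSO and 100% = wells lacking pPAFAH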
Target sequence (Q13093 whole entry, looked up): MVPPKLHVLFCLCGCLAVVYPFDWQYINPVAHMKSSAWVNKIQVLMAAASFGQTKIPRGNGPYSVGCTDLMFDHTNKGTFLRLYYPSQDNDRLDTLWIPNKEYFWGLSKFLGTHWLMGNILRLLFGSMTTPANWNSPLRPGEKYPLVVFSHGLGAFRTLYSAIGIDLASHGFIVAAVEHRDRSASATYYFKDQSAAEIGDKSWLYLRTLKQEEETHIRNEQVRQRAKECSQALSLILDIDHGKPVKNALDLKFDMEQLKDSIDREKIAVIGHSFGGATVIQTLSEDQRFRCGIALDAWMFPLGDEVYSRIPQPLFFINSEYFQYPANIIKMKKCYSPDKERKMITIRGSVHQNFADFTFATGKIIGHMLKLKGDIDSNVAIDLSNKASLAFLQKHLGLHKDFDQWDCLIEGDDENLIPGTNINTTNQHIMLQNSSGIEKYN
EBNA-1 inhibitor – EBNA-1 DNA-binding inhibitors, primary screen, biochemical, fluorescence polarization | actives 0.34% (n = 300,000) | AID 1950, 2009 | inhibition, % at 14.8 µM; in the data active = inhibition above about 28%
ZTA DNA inh – counter-screen for EBNA-1 inhibitors: inhibitors of Epstein-Barr virus ZTA; ZTA-DNA binding, fluorescence polarization; inhibition, % at 11 µM; actives 0.15% (n = 320,000); AID 2234; in the data active = inhibition above about 33%
LYPLA2 counter – LYPLA2 inhibitors, primary screen, counter-screen for PME1 inhibitor project, biochemical, fluorescence polarization, FP-Rh probe ABPP. Acyl-protein thioesterase 2 (Homo sapiens), O95372. recombinant LYPLA2. inhibition, % at 5.9 µM. actives 0.38% (n = 320,000). AID 2177, 2009;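 active = inhibition above the screen-wide mean plus 3 SD, limit set per campaign, cut at about 26% in these data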;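 also: 0% = LYPLA2 with DMSO and 100% = wells lacking LYPLA2 enzyme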
* hit, by the source's call; nt = not tested or not shown.

SMILES	PAFAH1B3 FP inh	PAFAH1B2 inh	PAFAH2 inh	PREPL inhibitor	LYPLA1 inh	pPAFAH FP inh	EBNA-1 inhibitor	ZTA DNA inh	LYPLA2 counter
CCCNS(=O)(=O)c1ccc(OCC(=O)NCCC2=CCCCC2)cc1	4.1	4.8	-5.5	-0.4	0.3	1.3	-0.6	-4.6	0.8
CCC(Sc1nc(-c2ccccc2)cc(=O)[nH]1)C(=O)O (stereo not given)	7.6	2.2	6.8	-1.1	1.7	3.0	-1.2	-8.6	4.4
O=C1CC(c2c(F)cccc2Cl)C2=C(COC2=O)N1 (stereo not given)	-5.8	-2.2	8.5	-8.4	3.7	1.6	9.1	9.9	4.5
COc1ccc(NC(=O)CCN2C(=O)C3CC=C(Cl)CC3C2=O)cc1 (stereo not given)	3.8	2.7	-1.5	-1.9	2.3	4.2	2.7	2.7	11.1
COc1ccccc1CN(C)CC(=O)Nc1ccccc1-c1ccccc1	9.5	10.3	0.8	6.2	0.9	11.4	6.0	-10.2	1.5
COc1ccc(S(=O)(=O)NCc2nc3nc(C)cc(C)n3n2)cc1OC	3.4	-1.1	3.5	-7.7	0.4	3.5	-2.4	0.1	-0.3
COc1ccc(NC(=O)C2CCN(S(=O)(=O)c3ccc4c(c3)NC(=O)CO4)CC2)cc1	1.6	-1.1	1.9	0.9	-2.2	3.2	-8.6	-3.0	-1.9
CCOC(=O)C1=C(N)OC2=C(C(=O)CC(C)(C)C2)C1c1ccc(C)s1 (stereo not given)	8.1	6.3	3.9	-9.7	3.4	5.1	5.5	-16.8	2.8
CCCn1c(C)cc(C(=O)COc2ncnc3sccc23)c1C	7.2	2.7	-0.2	1.0	1.0	2.5	-5.0	-0.5	13.1
OCC[C@H]1C[C@H](O)[C@@H](O)[C@]2(Cc3ccccc3CO2)O1	1.6	4.2	8.8	13.4	-0.6	-0.8	3.9	-4.5	-5.5
Cc1cccc(C)c1NC(=O)CN(C)C(=O)c1ccccc1OCc1ccc(F)cc1	-2.6	7.9	5.4	-1.9	-1.2	4.1	3.6	-8.9	0.4
CCCCOc1ccccc1NC(=O)CC1SC(=NCC)N(CC)C1=O (stereo not given)	-2.9	3.8	-7.4	-1.2	4.6	6.4	6.1	3.9	4.2
CCOc1ccc(CN(C(=O)c2cc(=O)c3cc(C)cc(C)c3o2)C2CCS(=O)(=O)C2)cc1 (stereo not given)	-4.4	2.5	6.7	6.3	1.9	-3.1	-9.2	-26.6	13.7
Cc1ccc2nc3c(c(N)c2c1)CCN3c1ccccc1	-5.3	1.8	-4.8	22.1	-3.9	6.8	-1.1	-7.3	-5.8
CN1CCN(c2ccc([N+](=O)[O-])cc2NC(=O)c2ccccc2)CC1	-0.7	3.6	8.8	3.0	-0.2	1.0	6.7	4.3	0.5
COc1cccc(N2CCN(S(=O)(=O)c3cccc4cccnc34)CC2)c1	4.3	8.3	1.2	9.3	2.2	6.3	-6.5	-24.0	3.8
O=S(=O)(NCc1ccc2c(c1)OCO2)c1ccc(F)cc1	7.0	22.9	0.5	-11.1	-1.0	5.6	15.0	1.6	2.5
O=C(NC(=S)Nc1ccc(S(=O)(=O)Nc2nccs2)cc1)c1cccnc1	-4.1	3.3	8.6	8.5	3.0	2.4	1.2	-13.3	-1.2
O=S(=O)(c1cccc(-c2nc3ccccc3s2)c1)N1CCOCC1	4.1	2.8	3.0	-1.7	-1.2	-7.2	0.1	6.8	3.9
Cc1ccc(C(=O)/C=C/c2c[nH]c3ccccc23)cc1	6.3	5.7	4.4	13.1	-3.8	9.8	7.7	15.3	1.7
COCCN(CC(=O)NCC1CCCO1)C(=O)CCC(=O)Nc1ccccn1 (stereo not given)	7.5	2.0	-3.8	-2.1	-1.4	5.3	9.8	8.9	-6.4
O=C(NC1CCS(=O)(=O)C1)Oc1ccc(Cl)cc1 (stereo not given)	2.6	9.0	-0.3	-7.3	3.0	2.8	-5.1	-6.0	-0.3
COc1ccc(CCC(=O)NC2CCCCC2)cc1	3.0	-4.0	4.0	8.1	7.0	1.7	-0.8	-6.2	1.0
COCCN1C(=O)C(=O)/C(=C(/O)c2ccc(S(=O)(=O)N3CCOCC3)cc2)C1c1cccc([N+](=O)[O-])c1 (stereo not given)	-0.5	6.5	1.8	-3.6	-3.7	0.6	6.6	4.1	-4.1
CC1=C(C(=O)OC2CCCC2)C(c2coc3ccc(C)cc3c2=O)C2=C(CCCC2=O)N1 (stereo not given)	5.2	3.9	6.0	16.7	-3.2	0.1	-7.6	-0.3	1.6
COc1ccccc1OCC(=O)Sc1ccc(C)cc1	-2.8	-0.1	0.3	-1.3	1.4	3.1	-7.5	-6.9	4.5
CCCC1=NN(C(=O)Cc2ccc(OC)cc2)C(O)(C(F)(F)F)C1 (stereo not given)	8.7	0.8	3.3	-10.2	1.5	-2.3	-5.1	-10.3	-3.4
CCc1ccccc1NC(=O)c1cnn(-c2ccccc2)c1C	3.1	5.2	8.2	6.8	-0.2	6.1	4.8	14.5	8.7
O=C(O)CCCN1C(=O)C2C3CCC(O3)C2C1=O (stereo not given)	2.1	2.7	-6.8	14.5	-1.7	-2.0	-8.4	-6.3	6.2
COc1ccccc1C(=O)Oc1ccccc1C(=O)Nc1ccccc1	15.0	8.0	1.7	-59.3	2.3	0.6	-3.3	-2.9	2.1
Fc1cc2nccnc2cc1N1CCSCC1	5.8	8.3	1.2	4.8	0.2	1.0	-0.1	4.9	-3.7
Cc1ccc(O)c(C(CC(=O)N2CCCC2)c2ccccc2)c1 (stereo not given)	3.5	0.3	0.2	12.0	0.2	-0.1	-6.3	-10.8	3.9
CCn1c(SCC(=O)NNC(=O)c2ccco2)nnc1-c1ccco1	7.4	12.6	-8.4	8.7	-3.3	-2.3	-6.7	5.6	-7.5
COc1ccc(-c2cc(=O)n(-c3nc4ccccc4[nH]3)[nH]2)cc1	9.5	0.8	-4.5	7.0	-5.9	10.9	13.5	6.2	0.4
CCOC(=O)C1=C(CN2CCOCC2)NC(=O)NC1c1cccc([N+](=O)[O-])c1 (stereo not given)	2.0	0.9	-1.9	0.8	0.1	-2.2	-10.8	7.7	-1.6
O=C(/C=C/c1ccc(Cl)cc1)N(Cc1ccccc1)C1CCS(=O)(=O)C1 (stereo not given)	9.0	3.7	2.2	16.7	0.3	1.4	3.7	-1.6	4.2
COCCCNC(=S)N/N=C/c1ccc2c(c1)OCO2	nt	nt	nt	-5.1	4.0	6.4	-15.2	-18.4	-1.3
Cn1c(=O)c2ncn(CC(=O)NCCOc3ccccc3)c2n(C)c1=O	5.7	5.6	6.0	3.4	1.1	3.4	5.9	16.3	3.7
Cc1ccoc1C(=O)N1CCCC(CCC(=O)N2CCN(c3ccccn3)CC2)C1 (stereo not given)	10.1	4.2	2.0	7.3	0.9	4.0	-1.0	4.0	-2.0
CSc1nc2c(c(-c3ccc(O)cc3)c1C#N)CCC2	4.9	-1.3	-13.3	-0.9	0.6	1.0	-17.4	-15.4	2.1

Whole records from above.
CCOC(=O)C1=C(CN2CCOCC2)NC(=O)NC1c1cccc([N+](=O)[O-])c1 (stereo not given) reads PAFAH1B3 FP inh: 2.0; PAFAH1B2 inh: 0.9; PAFAH2 inh: -1.9; PREPL inhibitor: 0.8; LYPLA1 inh: 0.1; pPAFAH FP inh: -2.2; EBNA-1 inhibitor: -10.8; ZTA DNA inh: 7.7; LYPLA2 counter: -1.6
CCCCOc1ccccc1NC(=O)CC1SC(=NCC)N(CC)C1=O (stereo not given) reads PAFAH1B3 FP inh: -2.9; PAFAH1B2 inh: 3.8; PAFAH2 inh: -7.4; PREPL inhibitor: -1.2; LYPLA1 inh: 4.6; pPAFAH FP inh: 6.4; EBNA-1 inhibitor: 6.1; ZTA DNA inh: 3.9; LYPLA2 counter: 4.2

Further structures.
SMILES	PAFAH1B3 FP inh	PAFAH1B2 inh	PAFAH2 inh	PREPL inhibitor	LYPLA1 inh	pPAFAH FP inh	EBNA-1 inhibitor	ZTA DNA inh	LYPLA2 counter
COc1ccc(C(=O)NCC(=O)OCC(=O)NCc2cccs2)cc1	7.3	4.5	0.3	2.7	-2.8	3.7	-3.2	-24.3	-3.6
O=S(=O)(c1ccc(NCC2CCCCC2)nc1)N1CCOCC1	10.3	6.3	-4.8	-3.5	0.3	1.9	2.5	5.2	3.7
Cc1ccc(-c2nc(CN3CCCCC3CCN3CCCC3=O)c(C)o2)o1 (stereo not given)	-1.3	-3.2	1.0	26.5	0.5	-5.2	-2.6	11.5	-3.0
S=C(Nc1ccc2nsnc2c1)N1CCCCCC1	32.1*	8.9	15.0	8.3	4.5	1.8	-7.5	-1.1	5.4
COc1c(Cl)cc(-c2noc(C)c2C(=O)NCCc2ccc(C)cc2)cc1Cl	-8.9	8.3	-2.1	-24.0	0.2	7.2	7.1	2.5	-1.4
Cc1cc(=O)oc2c1c(C)nn2-c1cccc(Cl)c1	-0.7	-2.6	-3.1	-9.5	-0.6	1.5	0.9	-2.2	0.5
COc1ccc(CN(C)c2nc(-c3cccnc3)nc3ccccc23)cc1OC	nt	nt	nt	17.4	3.6	0.6	-7.5	-20.5	6.3
S=C(Nc1cccc2ccccc12)N1CCN(c2ncccn2)CC1	-1.4	0.5	1.6	-31.3	2.1	-0.9	-11.4	-15.3	3.9
Cc1ccc(S(=O)(=O)N(CC(=O)NCC2CCCO2)c2cccc([N+](=O)[O-])c2)cc1 (stereo not given)	10.6	7.2	5.1	11.3	0.0	-1.9	7.2	3.6	0.3
CC1(C)C(=O)OC(c2c3ccccc3cc3ccccc23)C(C)(C)C1=O (stereo not given)	8.2	6.0	8.4	-8.5	-1.9	6.8	-10.0	-10.1	-3.5
Cc1cc(C)nc(Nc2n[nH]c(C)n2)n1	16.5	10.5	-0.8	0.9	2.8	1.8	-14.8	-19.9	-1.7
Cc1nc2c3ccccc3nc(NNC(=O)CCC(=O)N3CCC(C)CC3)n2n1	5.2	-0.2	8.8	11.1	1.3	4.2	-1.6	-15.7	9.1
CN1CCN(S(=O)(=O)c2ccc(N(C)CC(=O)Nc3ccc(F)cc3)nc2)CC1	nt	nt	nt	-16.9	-2.4	6.0	8.3	5.0	2.7
Nc1nc(CN2CCN(Cc3ccc4c(c3)OCO4)CC2)nc(Nc2ccccc2)n1	6.8	-0.3	-8.2	8.3	-1.1	-0.7	1.5	4.6	-0.6
CCCN1C(=O)/C(=N\OCC(=O)NC23CC4CC(CC(C4)C2)C3)c2ccccc21	3.9	6.8	8.3	1.1	-8.4	1.0	0.0	1.6	-1.1
CCOC(=O)c1sc(NC(=O)CSc2nc(C)cc(-c3ccccc3)n2)c(C#N)c1C	12.2	0.8	-2.8	16.0	-2.5	2.7	-3.6	-6.2	-3.4
CC(C)(C)c1ccc(C(=O)Cn2nc(C(=O)O)c3ccccc3c2=O)cc1	2.9	-0.1	3.6	5.0	-2.1	1.8	2.7	17.2	0.1
CCCNC(=O)C(Cc1ccc(F)cc1)NC(=O)c1ccccc1 (stereo not given)	18.9	-3.2	-1.0	5.9	2.0	-2.1	nt	-6.1	-0.7
Cc1cccnc1NC(=O)c1c(O)c2ccccc2n(C)c1=O	6.3	4.8	0.7	-16.9	0.5	1.6	-3.3	1.9	5.8
Cc1ccc(C(=O)Nc2nnc(S(=O)(=O)N3CCOCC3)s2)cc1	-0.6	5.9	2.5	8.9	5.1	-20.6	-2.9	-1.9	6.4

Screens: PubChem, The Scripps Research Institute Molecular Screening Center

This is a subset. The share of hits here may be higher or lower than overall.
